Yeast superoxide: reduction of superoxide in aged yeast, primary screen, HTS | AID 2690, 2010 | hit rate 0.18% among 330,000 | S. cerevisiae aged cells, superoxide DHE fluorescence; stronger effect = lower value | superoxide response (% of plate mean), % at 10 µM;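 active means superoxide response under a set limit, about three screen SD below normal, cut at about 65% in these data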;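 further: yeast aged for seven days with compound at 30 °C before DHE staining; 100% = average MFI of all compound-treated wells on the plate with controls excluded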
MEX-5 binding: MEX-5 zinc finger RNA-binding disruptors – biochemical, C. elegans, fluorescence polarization, MLPCN library, primary screen. Zinc finger protein mex-5 (Caenorhabditis elegans), Q9XUB2. MEX-5/FITC-TCR2 RNA binding; stronger effect = lower value. activity score (negative = inhibition of binding), % at 10 µM. hit rate 0.38% among 300,000. AID 1832, 2009;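 active means inhibition past about -25% in most replicates, and total fluorescence under double the plate's negative control median, limit read from the data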;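 further: 0% = DMSO and -100% = 5 µM competing unlabeled TCR2 RNA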
Target sequence (Q9XUB2 whole entry, looked up): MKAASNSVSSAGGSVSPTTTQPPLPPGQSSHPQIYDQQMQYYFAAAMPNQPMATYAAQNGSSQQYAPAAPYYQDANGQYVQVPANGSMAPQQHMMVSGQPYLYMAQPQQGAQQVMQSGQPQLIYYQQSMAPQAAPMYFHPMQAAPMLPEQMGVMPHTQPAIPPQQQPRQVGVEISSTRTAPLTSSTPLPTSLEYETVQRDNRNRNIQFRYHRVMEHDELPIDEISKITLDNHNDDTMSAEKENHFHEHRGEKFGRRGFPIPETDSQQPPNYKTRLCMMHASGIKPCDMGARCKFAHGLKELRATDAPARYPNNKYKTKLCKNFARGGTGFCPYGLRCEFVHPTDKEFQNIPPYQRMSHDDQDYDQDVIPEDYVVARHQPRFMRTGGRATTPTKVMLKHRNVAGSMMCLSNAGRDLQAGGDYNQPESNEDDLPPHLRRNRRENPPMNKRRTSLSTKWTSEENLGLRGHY
GLD-1 TGE inh: GLD-1/TGE RNA complex disruptors, primary screen, biochemical, fluorescence polarization | Female germline-specific tumor suppressor gld-1 (Caenorhabditis elegans), Q17339 | purified GLD-1 + fluorescein TGE RNA | inhibition, % at 5.96 µM | hit rate 0.44% among 320,000;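 active means percent inhibition above a per-plate cutoff, the plate mean of test compounds plus 3 SD, cut at about 30% in these data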;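 further: 0% = DMSO wells with GLD-1 and probe and 100% = wells lacking GLD-1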
Target sequence (Q17339 whole entry, looked up): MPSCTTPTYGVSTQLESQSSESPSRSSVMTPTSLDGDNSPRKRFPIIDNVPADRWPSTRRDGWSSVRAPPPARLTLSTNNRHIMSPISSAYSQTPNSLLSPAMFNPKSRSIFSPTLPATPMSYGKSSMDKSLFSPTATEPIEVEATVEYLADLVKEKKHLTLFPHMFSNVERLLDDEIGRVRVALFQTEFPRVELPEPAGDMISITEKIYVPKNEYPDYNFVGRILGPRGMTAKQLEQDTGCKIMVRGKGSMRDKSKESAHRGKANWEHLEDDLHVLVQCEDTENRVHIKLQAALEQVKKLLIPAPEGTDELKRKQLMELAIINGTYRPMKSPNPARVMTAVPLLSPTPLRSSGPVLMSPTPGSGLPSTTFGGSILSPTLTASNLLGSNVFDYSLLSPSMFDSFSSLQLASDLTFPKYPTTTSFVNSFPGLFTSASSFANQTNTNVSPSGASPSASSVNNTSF
EBNA-1 inh: EBNA-1 DNA-binding inhibitors, primary screen, biochemical, fluorescence polarization | hit rate 0.34% among 300,000 | inhibition, % at 14.8 µM; in the data active means inhibition above about 28%
Efflux pump mplx: inhibitors of Candida efflux pumps in yeast, primary screen, S. cerevisiae, Nile Red, multiplex; hit rate 0.44% among 330,000; inhibition, % at 10 µM; S. cerevisiae Candida pump triplex;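 active means plate passing quality check with inhibition over a set limit, or well fluorescence over plate mean plus 4 SD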;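 further: Nile Red retained in pooled yeast measured as flow cytometry median fluorescence; 0% = buffer negative control and 100% = Enniatin B positive control; higher means more Nile Red kept so more efflux inhibition; some compounds called inactive have numbers as strong as hits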
MCL1 BIM primary: inhibitors of MCL1 binding to BIM-BH3, primary screen, biochemical, fluorescence polarization; Induced myeloid leukemia cell differentiation protein Mcl-1 (Homo sapiens), Q07820; GST-MCL1 / FITC-Bim-BH3 fluorescence polarization; inhibition, % at 10.9 µM; hit rate 0.68% among 320,000;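 active means inhibition above the mean inhibition of all tested compounds plus 3 SD, set per campaign, cut at about 40% in these data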;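 further: 0% = DMSO wells and 100% = unlabeled Bim-BH3 peptide control; higher means more loss of mP so more displacement of Bim peptide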
ZTA counter: ZTA (EBV) inhibition in EBNA-1 counter-screen; P03206; ZTA-DNA binding, fluorescence polarization; inhibition, % at 11 µM; hit rate 0.15% among 320,000; AID 2234; in the data active means inhibition above about 33%
Fam108B counter: mouse Fam108B serine hydrolase inhibitors, primary screen, counter-screen for RBBP9 inhibitor project, biochemical, fluorescence polarization; recombinant Fam108B, FP-Rh probe fluorescence polarization; inhibition, % at 9.51 µM; hit rate 0.33% among 300,000; AID 1947, 2009;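 active means inhibition above the screen mean inhibition plus 3 SD, computed separately per campaign, cut at about 18% in these data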;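 further: inhibitors lower polarization as less probe binds the enzyme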
Bcl-xL primary: inhibitors of human Bcl-xL, primary screen, biochemical, fluorescence polarization, HTS. GST-Bcl-xL / FITC-Bim BH3 peptide fluorescence polarization. hit rate 0.7% among 320,000. inhibition, % at 10.9 µM;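 active means inhibition above the mean of all tested compounds plus 3 SD, cutoff set per campaign, cut at about 30% in these data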;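 further: 0% = DMSO wells and 100% = unlabeled Bim-BH3 peptide competitor; inhibitors lower millipolarization by displacing the labeled peptide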
* hit, by the source's call; . = no result given.

SMILES	Yeast superoxide	MEX-5 binding	GLD-1 TGE inh	EBNA-1 inh	Efflux pump mplx	MCL1 BIM primary	ZTA counter	Fam108B counter	Bcl-xL primary
Cc1cc(C(=O)N2CCc3ccccc3C2)no1	90	-5.8	6	-7	-0.1	8	-11	2	2
COC(=O)c1ccccc1NC(NC(=O)c1ccco1)C(=O)c1ccc(C)cc1 (stereo not given)	110	2.5	-5	-5	0.4	-3	3	-4	0
COc1ccc(OC)c2[nH]c(=O)c(CCNC(=S)NC(C)(C)C)cc12	87	1.6	5	8	-0.1	5	21	1	2
CCOc1ccc2ccccc2c1C(=O)NCC(c1ccc(N(C)C)cc1)N(C)C (stereo not given)	93	-3.3	6	13	0.0	7	6	4	3
Clc1ccc(-c2ccc(-c3nn4c(-c5ccco5)nnc4s3)o2)cc1	148	0.4	-11	-5	0.3	17	6	-11	6
CC(=O)c1c(C)oc2c1C(=O)c1ccccc1C2=O	183	-0.8	11	-6	0.0	-4	6	2	3
COc1ccc(OC)c(/C=C/c2nc3ccccc3[nH]c2=O)c1	116	-17	75*	1	0.0	83*	1	1	78*
Cc1cc(NC(=O)C2CC=CCC2C(=O)O)ccc1NC(=O)c1ccccc1 (stereo not given)	96	-1.7	3	1	0.8	4	-11	3	2
CCC(=O)Nc1ccc(C(=O)CSc2nnc(-c3ccc(NS(=O)(=O)CC)cc3)o2)cc1OC	106	-0.4	-1	15	0.0	-6	3	-6	-3
COc1ccc2cc(S(=O)(=O)Nc3ccccn3)ccc2c1	103	-2.4	3	4	-0.1	9	11	-4	4
Cc1ccc(CN2CCc3c(OCc4ccc(F)cc4)cccc3C2=O)cc1	100	-0.2	5	5	0.3	-1	11	-5	3
COC(=O)C1=C(C)N(c2ccc(F)cc2)/C(=C/c2ccc(O)cc2)C1=O	90	1.9	-4	2	0.1	3	2	-2	2
COC(=O)C1C(c2ccc(OC)cc2)Nc2nnc(C(F)(F)F)n2C1(C)O (stereo not given)	98	2.3	6	8	-0.1	-5	9	2	-2
CCCC(=O)OC1CCS(=O)(=O)c2sccc21 (stereo not given)	99	2.1	5	3	-0.1	6	17	-3	11
O=c1oc2ccccc2c(Nc2ccc(O)cc2)c1[N+](=O)[O-]	94	-2.4	3	-8	-0.1	8	-4	0	3
Oc1ccc(O)c(Cc2nc3ccccc3[nH]2)c1	89	-12	1	-7	0.0	17	1	1	6
CCN(CC(=O)N1CCCC1)S(=O)(=O)c1ccc(Br)cc1	104	-2.0	-2	8	0.0	-4	7	-4	6
CCOc1cc(/C=N/NC(=O)c2cccnc2)ccc1OC(=O)c1ccco1	95	1.8	-2	3	-0.1	8	-1	1	6
N#Cc1ccc(NC(=O)COC(=O)CCc2ccc(S(=O)(=O)N3CCCCC3)cc2)cc1	89	0.2	-5	0	0.3	0	8	-2	4
CCOC(=O)c1[nH]c(=O)[nH]c1CSc1nc(C)cc(C)n1	101	-2.0	-5	-1	0.0	6	-1	6	1
CCOc1cc(/C=N/NC(N)=O)ccc1OC(=O)c1ccc(C)cc1	100	0.2	4	4	-0.1	-1	0	-2	1
Cc1ccc(S(=O)(=O)N/N=C\c2ccc(Cl)c([N+](=O)[O-])c2)cc1	66	0.7	-6	-13	0.0	-2	7	1	5
COc1ccc(NC2CCCN(C(=O)CCC(=O)c3ccc(F)cc3)C2)cc1 (stereo not given)	102	-1.7	1	0	0.0	3	6	-2	5
Cc1c(NS(=O)(=O)c2ccc(S(=O)(=O)c3ccccc3)s2)c(=O)n(-c2ccccc2)n1C	88	0.2	2	0	-0.1	5	3	-2	9
O=C(COc1ccc(Cl)cc1)N(Cc1ccc(F)cc1)C1CCS(=O)(=O)C1 (stereo not given)	111	-0.3	-1	-1	0.1	7	-2	7	12

Remaining list, next part
SMILES	Yeast superoxide	MEX-5 binding	GLD-1 TGE inh	EBNA-1 inh	Efflux pump mplx	MCL1 BIM primary	ZTA counter	Fam108B counter	Bcl-xL primary
O=C(NC(Cc1ccccc1)C(=O)NCCc1ccccn1)c1ccccc1 (stereo not given)	91	2.3	0	-5	-0.4	3	11	11	1
CSc1ccc(S(=O)(=O)NCC(=O)OCC(=O)N(C)CC(=O)Nc2ccccc2Cl)cc1[N+](=O)[O-]	119	-3.4	-2	-2	0.0	-5	-10	7	-9
O=C(/C=C/c1cn(-c2ccccc2)nc1-c1cccnc1)c1ccco1	82	-1.1	7	-2	-0.2	31	-3	-6	6
CCOc1ccc(C(=O)NC(=S)Nc2ccc(NC(=O)C(C)C)cc2)cc1[N+](=O)[O-]	99	-0.3	1	43*	-0.5	10	0	-1	4
OC(COc1ccc(Br)cc1)CN1CCC(Cc2ccccc2)CC1 (stereo not given)	72	-0.5	4	-9	0.0	0	-4	7	6
O=C(O)c1cc(-c2ccccc2)n(-c2ccccc2C(=O)O)n1	85	-1.3	3	10	-0.1	2	-7	0	4
Cc1ccc(-c2csc(NC(=O)C[n+]3cc(-c4ccc(C)cc4)n4c3CCC4)n2)cc1	100	-1.0	-2	-1	0.0	1	15	3	6
COc1ccc(OC)c(NS(=O)(=O)c2ccc(SC)cc2)c1	88	0.8	-5	8	0.0	13	-2	-1	4
C#CCOCCOCCOCCNc1nc(N2CCN(C(=O)CCCCCCCCCCNC(=O)Cn3cc(CCCCCN)nn3)CC2)nc(N2CCN(C(=O)CCCCCCCCCCNC(=O)[C@@H](CCSC)n3cc(CCO)nn3)CC2)n1	97	.	-2	8	0.3	-3	80*	-2	-2
CC(C)(C)n1nnnc1CN1C2CCC1CC(NC(=O)Nc1ccccc1)C2 (stereo not given)	107	0.7	2	-4	-0.1	11	5	-2	8
CCOc1ccc(S(=O)(=O)NCCC(=O)NCc2ccccn2)cc1	135	-1.2	1	11	0.1	1	-8	1	-1
CCOC(=O)c1c(NC(=O)C2CCCO2)sc(C)c1C (stereo not given)	89	0.4	-6	-3	-0.2	11	5	1	6
C/C(=N\Nc1nc2ccccc2[nH]1)c1ccc2c(c1)OCO2	96	2.0	2	-11	0.0	6	-1	-2	1
S=C(Nc1cccnc1)N1CCCCC1	87	-1.8	3	3	0.0	-2	3	-1	3
COc1ccc(-c2nc3ncccc3o2)cc1NC(=O)c1ccco1	84	-0.1	5	1	0.1	3	-5	2	6
O=C1CC(c2ccco2)CC(O)=C1C=Nc1cc(Cl)ccc1Cl (stereo not given)	117	-2.3	4	-5	0.0	19	-10	4	10
CN(C)/C=C/C(=C\C(=O)C(F)(F)F)Nc1ccc(C(F)(F)F)cc1	105	-2.4	3	-15	0.0	-13	-11	1	-3
Cc1ccc(C(=O)Nc2ncnc3sc4c(c23)CCCCC4)cc1	102	0.5	0	3	0.1	2	-2	-3	6
COc1ccc(NS(=O)(=O)c2cc3c4c(c2)C(C)C(=O)N4CCC3)cc1 (stereo not given)	86	1.2	9	-8	-0.1	3	6	0	4
COc1ccc2[nH]cc(CCNC(=O)c3ccc([N+](=O)[O-])cc3)c2c1	107	0.2	-7	2	-0.1	-3	-2	3	-5
CC(C)Cn1nc(-c2ccccc2)c2ccccc2c1=O	95	-1.2	3	-7	0.1	4	3	-5	1
COc1ccc(NC(=O)CN(C)C(=O)c2cc(S(=O)(=O)N3CCCCCC3)ccc2OC)cc1	111	-0.2	-4	4	0.1	-4	-1	-3	-2
CC(C)Oc1ccc(C(CC(=O)NCc2ccco2)c2ccccc2)cc1 (stereo not given)	94	2.5	4	-4	-0.2	0	24	-1	0
COCCCNC(=O)c1oc2ccc(S(=O)(=O)N(C)C3CCCCC3)cc2c1C	109	-0.8	0	-2	0.1	5	-4	-1	1
COC(=O)C1CC(O)CN1C(=O)NC1CCCCC1 (stereo not given)	100	0.1	-3	2	0.0	2	2	1	6

As a short view, 2 of the compounds above.
SMILES	Yeast superoxide	MEX-5 binding	GLD-1 TGE inh	EBNA-1 inh	Efflux pump mplx	MCL1 BIM primary	ZTA counter	Fam108B counter	Bcl-xL primary
Cc1cc(C(=O)N2CCc3ccccc3C2)no1	90	-5.8	6	-7	-0.1	8	-11	2	2
COC(=O)c1ccccc1NC(NC(=O)c1ccco1)C(=O)c1ccc(C)cc1 (stereo not given)	110	2.5	-5	-5	0.4	-3	3	-4	0

(continued)
SMILES	Yeast superoxide	MEX-5 binding	GLD-1 TGE inh	EBNA-1 inh	Efflux pump mplx	MCL1 BIM primary	ZTA counter	Fam108B counter	Bcl-xL primary
COc1ccc(CCNC(=O)COC(=O)/C=C/c2cccs2)cc1	82	-1.4	0	5	0.0	9	-12	2	0
O=C(c1ccco1)N1CCN(S(=O)(=O)c2ccc(Br)cc2)CC1	120	-0.9	4	-3	-0.1	5	13	3	1
COc1ccc(CNC(=O)C2(CC3CC(c4ccccc4)=NO3)CCN(C(=O)C3(C)CC3)CC2)cc1 (stereo not given)	100	2.2	10	-2	0.0	4	-3	-1	6
CC(NC(=O)CNC(=O)[C@@H]1Cc2ccccc2CN1)c1ccccc1 (stereo not given in full)	109	0.7	3	-2	-0.1	-1	-15	3	4
Cc1cccc(C(=O)Nc2ccc(CC(=O)O)cc2)c1	109	0.3	-5	-11	-0.2	-2	-7	-4	11
COc1ccc(CN=C2NN=C(c3ccccc3)CS2)cc1	102	-1.5	-1	-5	-0.2	3	-6	0	3
O=C(NC(C(=O)N/N=C/c1c2ccccc2cc2ccccc12)c1n[nH]c(=O)c2ccccc12)c1ccccc1 (stereo not given)	118	2.6	-2	16	0.2	5	15	-14	3
COc1ccc(NC(=O)c2csc(C)c2)cc1OC	67	-1.2	3	0	0.0	8	3	1	2

Some of the entries above, set out differently.
Sequence of screens: Yeast superoxide	MEX-5 binding	GLD-1 TGE inh	EBNA-1 inh	Efflux pump mplx	MCL1 BIM primary	ZTA counter	Fam108B counter	Bcl-xL primary
Cc1ccc(C(=O)Nc2ncnc3sc4c(c23)CCCCC4)cc1
  102	0.5	0	3	0.1	2	-2	-3	6
COc1ccc(NS(=O)(=O)c2cc3c4c(c2)C(C)C(=O)N4CCC3)cc1 (stereo not given)
  86	1.2	9	-8	-0.1	3	6	0	4
COc1ccc2[nH]cc(CCNC(=O)c3ccc([N+](=O)[O-])cc3)c2c1
  107	0.2	-7	2	-0.1	-3	-2	3	-5
CC(C)Cn1nc(-c2ccccc2)c2ccccc2c1=O
  95	-1.2	3	-7	0.1	4	3	-5	1
COc1ccc(NC(=O)CN(C)C(=O)c2cc(S(=O)(=O)N3CCCCCC3)ccc2OC)cc1
  111	-0.2	-4	4	0.1	-4	-1	-3	-2
CC(C)Oc1ccc(C(CC(=O)NCc2ccco2)c2ccccc2)cc1 (stereo not given)
  94	2.5	4	-4	-0.2	0	24	-1	0
COCCCNC(=O)c1oc2ccc(S(=O)(=O)N(C)C3CCCCC3)cc2c1C
  109	-0.8	0	-2	0.1	5	-4	-1	1
COC(=O)C1CC(O)CN1C(=O)NC1CCCCC1 (stereo not given)
  100	0.1	-3	2	0.0	2	2	1	6
COc1ccc(CCNC(=O)COC(=O)/C=C/c2cccs2)cc1
  82	-1.4	0	5	0.0	9	-12	2	0
O=C(c1ccco1)N1CCN(S(=O)(=O)c2ccc(Br)cc2)CC1
  120	-0.9	4	-3	-0.1	5	13	3	1
COc1ccc(CNC(=O)C2(CC3CC(c4ccccc4)=NO3)CCN(C(=O)C3(C)CC3)CC2)cc1 (stereo not given)
  100	2.2	10	-2	0.0	4	-3	-1	6
CC(NC(=O)CNC(=O)[C@@H]1Cc2ccccc2CN1)c1ccccc1 (stereo not given in full)
  109	0.7	3	-2	-0.1	-1	-15	3	4
Cc1cccc(C(=O)Nc2ccc(CC(=O)O)cc2)c1
  109	0.3	-5	-11	-0.2	-2	-7	-4	11
